Hsp70 inhibitors = small molecules displacing fluorescent ligand from Hsp70 – biochemical, fluorescence polarization, primary screen (AID 583); Hsp70 fluorescence polarization probe displacement, mP; higher % means a stronger effect; displacement, % at 20 µM, or IC50 in µM where a hit was titrated; 140,000 tested, 0.06% active; in the data active means displacement above about 50%;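 further: plate controls were vehicle for no effect and reference ligand for full effect; a part of the inactive calls stands beside numbers as strong as those of hits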
MKP-3 inhibition = inhibition of rat DUSP6 enzyme activity – biochemical, in vitro, primary screen (AID 425); one-dose inhibition, % at 20 µM; IC50 in µM for titrated hits; recombinant MKP-3 phosphatase activity, fluorescence; higher % means a stronger effect; 110,000 tested, 0.17% active; in the data active means inhibition above about 50%;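 further: plate controls were vehicle for no effect and reference inhibitor for full effect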
The depositor's hits bear a star; x = no result given; & = joins results of further samples.

SMILES	Hsp70 inhibitors	MKP-3 inhibition
COc1cccc(-c2cc(N)nn2C(=O)Nc2ccc(Cl)cc2)c1	-2.3%	3%
COc1ccccc1C1C(C(=O)/C=C/c2ccccc2)=C(O)C(=O)N1CCCCCC(=O)O (configuration not stated)	2.7%	4%
COc1ccc2nc(SCc3cccnc3)c(C#N)cc2c1	-3.8%	x
O=C(Nc1ccccc1F)c1ccccc1F	1.3%	-1%
Cc1cc(C)c(C#N)c(SCCS(=O)(=O)Cc2ccccc2)n1	12%	-13%
O=S(=O)(Nc1ccc(O)cc1)c1cc(Cl)ccc1Cl	0.8%	-1%
CN1CCN(C(=O)c2ccccc2NC(=O)C(C)(C)C)CC1	-3.1%	x
CCc1ccc(NS(=O)(=O)c2ccc(OC)c(C)c2)cc1	3.1%	x
COC(=O)C1=C(C)NC2=C(C(=O)CCC2)C1c1ccc(OCc2ccc(F)cc2)c(OC)c1 (configuration not stated)	1.4%	0%
O=C1CC(c2ccc(Cl)cc2)c2ccc3ccccc3c2N1 (configuration not stated)	-0.6%	2%
C=CCNC(=O)CCNS(=O)(=O)c1ccc(Br)cc1	-2.2%	-6%
CC(C)n1c(SC2C(=O)CC(C)(C)CC2=O)nc2c1c(=O)n(C)c(=O)n2C	0.2%	-5%
O=C(CSCc1ccc(Cl)cc1)N1CCN(Cc2ccc3c(c2)OCO3)CC1	-3.5%	x
CCOC(=O)c1c(C)oc2ccc(OC(=O)c3ccc(C)cc3)cc12	1.2%	3%
CCOC(=O)CCNC(C(=O)OCC)c1ccccc1 (configuration not stated)	1.3%	x
CCn1nnc(-c2ccccc2NC(=O)c2cccc(-n3cnnn3)c2)n1	0.9%	-3%
COc1cc(NC(=O)C(=O)NCCN(C)C)c(OC)cc1Cl	-3.1%	1%
CCn1cc(C(=O)NCc2ccc3c(c2)OCO3)c(=O)c2cc(F)c(N3CCN(C)CC3)cc21	10%	-3%
O=c1c2ccccc2nnn1CSc1nnc(-c2cccs2)n1Cc1ccccc1	x	8%
CCN(CC)Cc1nc2c(c(=O)[nH]1)C1(CCCC1)Cc1ccccc1-2	0.7%	x
CCCc1nc2c(nnn2Cc2ccccc2F)c(=O)[nH]1	-4.1%	x
COc1cccc(-n2nnc3c(=O)n(Cc4ccc(C)cc4)cnc32)c1	-2.7%	-14%
CCOc1ccc(N2C(=O)C(c3ccccc3)=C(c3nc4ccccc4s3)C2NC(C)=O)cc1 (configuration not stated)	-4.7%	x
COC(=O)Cc1cn(-c2ncc(C(F)(F)F)cc2Cl)c2ccccc12	3.6%	x
CCCOC(=O)c1ccc(NC(=S)Nc2ccccc2)cc1	-2.8%	4%

The listing continues:
SMILES	Hsp70 inhibitors	MKP-3 inhibition
CC1CCc2nn(CC(=O)Nc3c(F)cc(F)cc3Br)cc2C1 (configuration not stated)	0.6%	3%
O=C(ONC1=NCCCCC1)c1c(F)cccc1F	5.8%	x
O=C1NN(c2ccc(I)cc2)C(=O)/C1=C\c1ccc(O)cc1O	33%	-5%
COc1ccc(N2Cc3ccccc3C2)cc1Cl	-1.5%	-10%
CCC(=O)Nc1cc(OC)c(NC(=O)c2ccccc2)cc1OC	1.0%	-12%
COC(=O)C1=C(C)N=c2s/c(=C/c3ccoc3)c(=O)n2C1c1ccccc1 (configuration not stated)	-20%	2%
O=C(CCl)N(c1ccccc1)c1c[nH]c2ccccc12	9.7%	x
CN1CCN(S(=O)(=O)c2ccc(=O)[nH]c2)CC1	6.0%	-10%
CC1=NN(C(=O)c2ccc([N+](=O)[O-])cc2)C(O)(c2ccc(Cl)cc2)C1 (configuration not stated)	1.3%	-4%
CC1CCN(c2nc(-c3ccccc3)cc(C(F)(F)F)n2)CC1	-0.6%	1%
CC1=C(C(=O)N2CCN(C(=O)c3ccco3)CC2)C2(CCC(C)CC2)OC1=O (configuration not stated)	-1.5%	4%
CCOC(=O)c1ccc(N=C2NC(=O)CS2)cc1	-6.0%	9%
CC(C)(C)C1CCc2c(sc(NC(=O)c3ccc(F)cc3)c2C(N)=O)C1 (configuration not stated)	0.0%	4%
CC1=CC(C)(C)Nc2ccc(OC(=O)C3CCCO3)cc21 (configuration not stated)	0.2%	2%
CCCCN1CCc2c([nH]c3c(C)cccc23)C1=O	8.1%	1%
COc1ccc(NC(=O)C(=O)NCc2ccccc2Cl)cc1	-0.3%	-2%
COCCNC(=O)CCSCc1ccccc1F	5.7%	0%
C=CCN1C(=O)NC(=O)/C(=C\c2ccccc2OCc2ccc([N+](=O)[O-])cc2)C1=O	-3.4%	2%
Cc1c(NC(=O)/C=C/c2cccc3ccccc23)c(=O)n(-c2ccccc2)n1C	-3.2%	5%
CCOc1ccc(N2C(N)=NC(N)=NC2(C)C)cc1	30%	-5%
Cc1ccc2c(Cl)c(C(=O)NCC3CCCO3)sc2c1 (configuration not stated)	-4.3%	2%
CCOc1ccccc1N(CC(=O)Nc1ccccc1C(=O)O)S(C)(=O)=O	7.0%	-13%
Cc1oc2cc(OCc3ccc([N+](=O)[O-])cc3)ccc2c(=O)c1-c1nc2ccccc2n1C	-1.2%	1%
CCC(C)NC(=O)Cn1c(=O)n(-c2ccccc2)c(=O)c2ccc(C(=O)NCc3ccco3)cc21 (configuration not stated)	17%	6%
COc1cc(/C=N\NC(=O)CNc2ccccc2C)ccc1OC(C)=O	-2.6%	0%

The list goes on.
SMILES	Hsp70 inhibitors	MKP-3 inhibition
Cc1ccc(C)c(/C(O)=C2\C(=O)C(=O)N(CCCN(C)C)C2c2cccnc2)c1 (configuration not stated)	0.8%	2%
CNS(=O)(=O)c1cccc(C(=O)OCc2cc(Cl)cc3c2OCOC3)c1	-2.0%	-2%
Clc1ccc(Nc2ncnc3c2cnn3-c2ccccc2)cc1	-11%	0%
Cn1c(=O)n(Cc2ccccc2)c(=O)c2c1nc1n2CCCN1C1CCCCC1	-2.3%	-4%
CCC(C)NC(=O)CS(=O)(=O)Cc1nc(-c2cccc(OC)c2)oc1C (configuration not stated)	7.2%	1%
CC(NC(=S)NCc1ccccc1)C1COc2ccccc2O1 (configuration not stated)	-1.3%	7%
O=C(COC(=O)c1cccnc1)Nc1cccc(Cl)c1	0.3%	-11%
O=S1(=O)N=C(OCc2ccccc2)c2ccccc21	0.0%	0%
C=CCOc1ccc(CNc2nn[nH]n2)cc1	4.8%	-1%
Cc1cccc(Nc2ncc3c(n2)CC(c2ccco2)CC3=O)c1 (configuration not stated)	-1.5%	-4%
CC(C)(C)N(Cc1ccccc1)C(=O)CSc1nc2ccccc2c(=O)[nH]1	-4.9%	x
O=[N+]([O-])c1ccc(S(=O)(=O)N2CCSC2c2ccc3c4c(cccc24)CC3)cc1 (configuration not stated)	6.0%	-5%
CCn1nc(CCC(=O)O)c2ccccc2c1=O	-1.2%	x
CCN1CCCC1Cn1cnc2c([nH]c3cccc(Cl)c32)c1=O (configuration not stated)	0.2%	-10%
COc1c2c(nc3ccccc13)OC(C(C)(O)COC(C)=O)C2 (configuration not stated)	7.8%&-1.3%	2%&-2%
CN(C)C(=O)N1CCC(C(=O)NCc2ccc3c(c2)OCO3)CC1	-3.7%	x
CCOC(=O)C1=C(C)N(CCOC)C(=O)/C1=C\c1sccc1C	-2.6%	2%
Cc1ccc(OCC(=O)Nc2ccccc2C(F)(F)F)c(C)c1	0.6%	2%
Cc1sc(NC(=O)c2ccco2)c(C(c2cccnc2)N2CCN(c3ccc(F)cc3)CC2)c1C (configuration not stated)	x	-11%
CC(C)CCOc1cccc(C(=O)Nc2ccc(Cl)c(NC(=O)c3ccccc3)c2)c1	-0.4%	1%
S=c1[nH]nc(-c2ccccc2)n1/N=C/c1ccc2c(c1)OCO2	2.2%	0%
O=C(/C=C/Nc1ccccc1NS(=O)(=O)Cc1ccccc1)c1ccc2c(c1)OCO2	0.5%	2%
COc1ccc(N(CC(=O)Nc2cccc(Br)c2)S(=O)(=O)c2ccccc2)cc1Cl	-0.8%	2%
COc1cccc(/C(O)=C2\C(=O)C(=O)N(c3ccccn3)C2c2cccc(OC)c2OC)c1 (configuration not stated)	1.5%	x
Cc1cc(=O)[nH]c2c1c(C)nn2C1CCCCC1	1.5%	x

Later entries:
SMILES	Hsp70 inhibitors	MKP-3 inhibition
O=C(CN(c1ccccc1)S(=O)(=O)c1ccccc1[N+](=O)[O-])N1CCOCC1	3.7%	2%
CCOCCn1c(N2CCN(c3ccc(OC)cc3)CC2)nc2c1c(=O)[nH]c(=O)n2C	2.8%	-2%
CCC(CC)NCc1ccc(OC)cc1OC	14%	-8%
COc1ccc(C(=O)NN=C2CCN(Cc3ccccc3)CC2)cc1OC	0.6%	0%
Cc1ccc2c(c1)c1c(n2CC(O)Cn2c(C)nc3ccccc32)C(=O)CCC1 (configuration not stated)	-1.7%	-10%
CCc1nnc(N2C(=O)c3cccc4cccc(c34)C2=O)s1	3.5%	x
COc1ccc2nc(N3CCCC3)c(C#N)cc2c1	64%	-9%
CCCOc1ccc2oc(=O)c3c(c2c1)CCCN3C(=O)CN1CCc2ccccc2C1	2.0%	3%
CC(=O)c1cccc(-n2nnnc2SCC(=O)Nc2ccccc2N2CCCCC2)c1	-3.4%	-7%
COc1cc(/C=C2/C(=O)NN(c3ccc(Br)cc3)C2=O)c([N+](=O)[O-])cc1OC	1.6%	1%
CCOCCCN(C(=O)Nc1ccc(CC)cc1)C1CCN(C(C)=O)CC1	1.9%	-4%
NNC(=O)c1sc2cccc(Cl)c2c1Cl	2.7%	2%
CC(=O)N(C(C)=O)c1ccc(-c2ccco2)cc1	-2.7%	-3%
CCOC(=O)Nc1cccc(OCC(=O)Nc2ccc(OC)cc2OC)c1	1.0%	4%
Cc1oc2cc3c(C(=O)N4CCCCC4)c(C)oc3cc2c1C(=O)N1CCCCC1	-7.9%	-14%
COC(=O)C1=C(C)NC(C)=C(C(=O)OC)C1c1cn(-c2ccccc2)nc1-c1ccc(S(=O)(=O)N2CCOCC2)cc1	1.6%	6%
CCN(CC)C(=O)CN1CCN(c2ccccc2F)CC1	-7.0%	-1%
Cc1nn(C)cc1CNC(=O)CCC(=O)O	-3.9%	-2%
COC(=O)c1c(NC(=O)COc2ccccc2)sc2c1C(C(=O)OC)CC2 (configuration not stated)	-1.8%	2%
O=C(CC1(O)C(=O)N(Cc2ccccc2)c2ccccc21)c1ccc2c(c1)OCO2 (configuration not stated)	1.5%	x
CCCc1cc(=O)n2[nH]c(NCc3c(F)cccc3Cl)nc2n1	x	-3%
CCOC(=O)C(Cc1ccccc1)NC(=O)Cn1nnc(-c2ccc(SC)cc2)n1 (configuration not stated)	1.9%	x
COC(=O)C1CCC(C)(C(=O)Nc2ccccc2)C1(C)C (configuration not stated)	6.1%	-7%
CC1CCCN(C(=O)c2ccccc2NC(=O)c2ccc(Cl)cc2)C1 (configuration not stated)	-0.9%	0%
CC(=O)Nc1ccn(-c2ccccc2)n1	-4.7%&0.2%	-12%&2%

Remaining list, next part:
SMILES	Hsp70 inhibitors	MKP-3 inhibition
CCN(CC)CCn1c(=S)[nH]c2ccccc2c1=O	-1.9%	-8%
COc1ccccc1N1CCN(C(=O)CSc2nnc3n2C(C)(C)Cc2ccccc2-3)CC1	-3.0%	-13%
O=C(/C=C/c1ccccc1)NCc1ccc(F)cc1	1.3%	2%
Cc1ccccc1NC(=O)CSCc1ccccc1	2.2%	-3%
C=CCNC(=O)c1ccc(-c2cccc([N+](=O)[O-])c2)o1	-4.4%	1%
CCN(CC)C(=O)CN(c1ccc2c(c1)OCO2)S(C)(=O)=O	-2.6%	x
Cc1ccc(S(=O)(=O)N2CCC(C(=O)O)CC2)cc1	6.2%	2%
Cn1/c(=N/N=C/c2cccc(Cl)c2Cl)sc2ccccc21	5.9%	-2%
CCCN(CCC)CC(=O)Nc1cccc2c1OCO2	5.6%	x
CCOc1c2c(nc3ccc(Cl)cc13)CCC2	1.0%	-9%
CN(C)CCNc1c2c(c(C#N)c3nc4ccccc4n13)CCCC2	8.5%	-2%
CCc1ccc2oc(=O)cc(CN3CCN(CCO)CC3)c2c1	2.4%	-1%
Cn1c(=O)c2c(nc(N3CCCCC3)n2C)n(C)c1=O	4.5%&-3.0%	-6%&4%

Entries shown so far containing an NH in an aromatic ring:
SMILES	Hsp70 inhibitors	MKP-3 inhibition
CCN(CC)Cc1nc2c(c(=O)[nH]1)C1(CCCC1)Cc1ccccc1-2	0.7%	x
CCCc1nc2c(nnn2Cc2ccccc2F)c(=O)[nH]1	-4.1%	x
O=C(CCl)N(c1ccccc1)c1c[nH]c2ccccc12	9.7%	x
CN1CCN(S(=O)(=O)c2ccc(=O)[nH]c2)CC1	6.0%	-10%
CCCCN1CCc2c([nH]c3c(C)cccc23)C1=O	8.1%	1%
C=CCOc1ccc(CNc2nn[nH]n2)cc1	4.8%	-1%
CC(C)(C)N(Cc1ccccc1)C(=O)CSc1nc2ccccc2c(=O)[nH]1	-4.9%	x
CCN1CCCC1Cn1cnc2c([nH]c3cccc(Cl)c32)c1=O (configuration not stated)	0.2%	-10%
S=c1[nH]nc(-c2ccccc2)n1/N=C/c1ccc2c(c1)OCO2	2.2%	0%
Cc1cc(=O)[nH]c2c1c(C)nn2C1CCCCC1	1.5%	x
CCOCCn1c(N2CCN(c3ccc(OC)cc3)CC2)nc2c1c(=O)[nH]c(=O)n2C	2.8%	-2%
CCCc1cc(=O)n2[nH]c(NCc3c(F)cccc3Cl)nc2n1	x	-3%
CCN(CC)CCn1c(=S)[nH]c2ccccc2c1=O	-1.9%	-8%

These rows are one share of the data; count on the stated rates, not on these rows.
